# aSyn 5UTR inh: 5' untranslated region of α-synuclein, MLPCN primary screen; alpha-synuclein 5'UTR reporter, inhibitor activity; inhibition, % (tested at 7.5 µM); 300,000 tested, 0.82% active; AID 1813; in the data active means inhibition above about 60%; inconclusive means no clear call, values can overlap the other calls;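 further: H4 neuroglioblastoma cells stably carrying SNCA 5'UTR luciferase fusion; 0% = DMSO wells and 100% = positive control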
# IEC-6 cytotox: counter-screen for KLF5 inhibitors: cytotoxicity in IEC-6 cells. AID 1825. IEC-6 cytotoxicity, luminescence viability. inhibition, % at 5 µM. 290,000 tested, 0.78% active; in the data active means inhibition above about 22%;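 further: 0% = plate median of test compound wells and 100% = cytotoxic reference compound wells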
# Platelet DG rel: modulates dense granule release in human platelets; human platelet-rich plasma, SFLLRN dense granule ATP release, luminescence; inhibition, %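 (compounds screened at 7.5 µM in platelet-rich plasma)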; 300,000 tested, 0.22% active; AID 1663;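 active means mean replicate score, as percent of positive control, at or above 50; inconclusive means mean below 50 but at least one replicate at or above 50; inactive means mean and every replicate below 50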
# HIF activator: HIF pathway transcriptional activation; activation, % at 7.5 µM (by protocol); AID 1910; 300,000 tested, 0.32% active; U2OS HRE-luciferase reporter, luminescence; normalized: DMSO 0%, desferrioxamine 100%;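 active means mean activation of at least 10% of the iron chelator positive control signal, with at least half of replicates also reaching 10%; inconclusive means mean and replicate majority disagree about reaching 10%; inactive means mean and most replicates under 10%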
# HSP90 refold inh: blocks HSP90-mediated luciferase refolding in reticulocyte lysate; Rabbit reticulocyte lysate, luciferase refolding luminescence, 3 h; inhibition, % at 5.6 µM; 290,000 tested, 0.91% active;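 active means inhibition above the screen-wide mean plus 3 SD, computed separately per campaign, cut at about 16% in these data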;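 further: 0% = DMSO wells and 100% = 60 µM geldanamycin wells; inhibitors lower the luminescence because luciferase stays unfolded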
# HSF1 activator: increases HSF-1 driven luciferase reporter signal. AID 504408. NIH3T3-HGL HSF-1 luciferase reporter, MG132, 8 h; 100% = twice DMSO control signal. activation, % at 9 µM. 300,000 tested, 1.7% active;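 active means mean replicate activation of at least 50% with a set share of replicates each reaching 50%; inconclusive means only one of those two conditions met; inactive means mean below 50% and too few replicates reaching it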;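 further: 0% = median of the neutral control wells and 100% = twice that signal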
# KLF5 inh: inhibitors of KLF5 expression; DLD-1 KLF5 promoter-luciferase reporter, luminescence; inhibition, % at 5 µM; 290,000 tested, 0.23% active;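 active means inhibition above a per-plate limit of that plate's mean compound inhibition plus 3 SD, cut at about 60% in these data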;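 further: 0% = DMSO wells and 100% = LY294002 at 200 µM; higher means less KLF5 promoter-driven luciferase light; inactives centre near -14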
# AI-2 QS modul: Vibrio harveyi AI-2 quorum sensing modulation; Vibrio harveyi JMH597 AI-2 luminescence/OD600 ratio, 9 h; active compounds read low; strain lacks LuxN and CqsS sensors; 0 = neutral-control median; activity change, % at 7.5 µM; 300,000 tested, 0.4% active; in the data active means activity change below about -75%, passing the limit was not always enough; inconclusive means no clear call, values can overlap the other calls;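 further: luminescence divided by OD600 gain over 9 h not by final OD600 alone; inactives centre near 13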
# HSF1 inhib: HSF1 inhibition; activity change, negative = inhibition, % at 7.5 µM (by protocol); AID 2098; NIH3T3-HGL HSE-luciferase, MG132-induced, luminescence 8 h; active compounds read low; 300,000 tested, 0.77% active;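 active means more than half of replicate wells show activity change below -50%, luminescence cut by over half; inconclusive means some wells, but at most half, below -50%; inactive means no replicate well below -50%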;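 further: luciferase reports HSF-1 transcriptional activity via heat shock element; 0% = median of DMSO wells and -100% = zero luminescence signal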
# SKKanGAS inh: inhibitors of SKKanGAS S. pyogenes growth in kanamycin (SK-promoter or general growth effect). BacTiter-Glo, 6 h. inhibition, % at 7.5 µM. 300,000 tested, 1.3% active;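 active means mean replicate score, as percent of positive control median, at least 50; inconclusive means mean below 50 but one replicate at or above 50; inactive means mean and every replicate below 50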;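 further: strain carries kanamycin resistance gene driven by streptokinase promoter and grows in 40 µg/ml kanamycin; loss of luminescence reflects streptokinase promoter inhibition or plain growth inhibition; 0% = median of DMSO wells and 100% = positive control at its reference dose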
# An asterisk follows results filed as active; ? = inconclusive; . = not tested or not shown; & = joins results of further samples.
SMILES	aSyn 5UTR inh	IEC-6 cytotox	Platelet DG rel	HIF activator	HSP90 refold inh	HSF1 activator	KLF5 inh	AI-2 QS modul	HSF1 inhib	SKKanGAS inh
CCc1ccc(C(=O)NC(CC(C)C)C(=O)O)cc1 (stereo not given)	14.5	-3.3	-2.1	-0.4	-2.1	1.2	-5.4	13.9	7.0	0.6
O=C(NCCN1CCOCC1)c1cc2ccccc2o1	24.4	2.1	1.4	-0.1	-0.7	61.3*	9.0	20.1	24.9	-6.6
CCc1ccccc1NC(=O)Cn1nnc(-c2cccnc2)n1	1.1	-3.4	3.5	0.6	-0.3	21.2	-38.5	22.2	-1.2	-9.4
CCNC(=S)N(CCCN(CC)CC)Cc1cc2cc3c(cc2[nH]c1=O)OCO3	-7.9	0.1	3.1	-0.9	-4.0	-1.9	-21.2	12.9	-2.0	2.7
COc1ccc(C(=O)Nc2cc(=O)n(C)c(=O)n2C)cc1OC	16.4	-6.2	9.4	0.0	1.1	-3.5	-15.8	-6.7	1.4	-8.7
O=C(O)CCCNC(=O)Cc1ccccc1	-6.1	-0.4	19.0	0.1	7.2	-13.0	-25.8	19.0	-3.7	-11.0
Cc1cc(C)nc(NC(=O)c2cc(-c3ccc(C)s3)nc3ccccc23)c1	-61.6	1.2	-2.2	-0.1	-7.9	-12.5	-7.2	18.4	6.2	14.7
O=C(CSc1nnc(CNC(=O)c2c(F)cccc2F)o1)NCc1ccco1	-18.7	-1.7	-9.3	0.0	-0.1	16.3	-37.9	20.1	-2.9	-4.0
CC(=O)c1cc2c(=O)c3cc(C)ccc3oc2nc1C	-184.0	0.1	-7.6	1.9	-0.2	23.4	-64.7	12.2	18.3	3.3
O=C(O)c1c(Cl)nc2ccccn12	-17.6	-3.1	10.4	-0.1	2.0	-10.3	-11.8	42.2	-8.2	-19.9
CCn1c(SCC(=O)C(C)(C)C)nnc1-c1ccccn1	-10.9	-1.3	8.1	0.4	1.0	7.5	34.4	16.7	-2.3	-0.4
CC(=O)C(N=Nc1ccccc1)(Sc1nnc(-c2ccccc2)n1-c1ccccc1)C(C)=O	28.9	2.1	-0.1	0.1	6.7	15.0	-27.0	31.3	11.1	-10.6
C=C(C)CN(CC)C(=O)CSc1nc(O)cc(=O)n1C1CCCC1	-4.6	-3.8	-0.8	-0.7	3.9	6.1	-9.7	41.9	2.2	20.6
Cc1cc(N2CCOCC2)nc(N2CCOCC2)n1	6.0	4.7&5.3	0.5	0.0	1.0&4.5	5.7	-34.5&-4.1	17.3	-4.2	2.0
CCC(c1nnnn1C1CCCC1)N1CCN(c2ccccc2)CC1 (stereo not given)	3.7	-4.2	9.4	-0.4	-2.3	18.1	3.7	3.6	0.4	1.2
CC(=O)c1ccc(-n2c(=O)[nH]c(=O)c3c(N)c(C(=O)c4ccc(Cl)cc4)sc32)cc1	10.7	2.9	8.9	-0.4	9.6	2.0	3.2	25.0	5.1	2.5
O=C(CCc1ccccc1)Nc1ccnn1C1CCN(C/C=C/c2ccccc2)CC1	-5.8	3.8	-2.4	434.5*	-6.9	-0.7	-23.9	4.4	-2.7	2.9
CCOc1ccc(NC(=O)NCCN2CCN(c3cccc(C)c3C)CC2)cc1	41.0	7.4	-3.1	-1.3	1.1	-2.7	-29.9	11.4	0.1	3.4
O=C(CSc1nc2ccccc2c(=O)n1CC1CCCO1)Nc1ccccc1 (stereo not given)	0.8	5.6	3.8	0.0	-0.9	-19.3	17.7	1.1	2.7	4.8
CCN(CC(=O)Nc1cccc(S(N)(=O)=O)c1)Cc1nc2ccccc2c(=O)[nH]1	3.1	1.6	0.2	-0.1	0.0	-1.8	-17.9	5.8	-3.5	-8.1
O=C(Cn1cc(C(F)(F)F)ccc1=O)N/N=C/c1ccccc1O	8.4	0.7	12.9	0.6	-5.3	-42.0	-5.7	-1.5	-25.4	10.2
CC(=O)Nc1ccc(S(=O)(=O)N(Cc2ccco2)CC2CCCO2)cc1 (stereo not given)	-2.5	-3.2	1.7	-0.3	3.2	2.2	0.7	15.0	-2.5	-4.6
Cc1ccc(N(CC(=O)NCCc2ccccc2)C(=O)CCC(=O)Nc2cc(C)ccn2)cc1	9.6	1.5	6.8	0.0	4.9	6.4	-15.6	6.9	10.3	-0.2
O=C(c1ccc(Br)o1)N1CCN=C1SCc1cccc(F)c1	-6.7	2.7	3.4	.	1.9	2.4	-27.4	10.8	1.2	2.9
COc1ccccc1-n1nnnc1SCC(=O)Nc1oc(C)c2c(C)n[nH]c(=O)c12	2.9	.	-3.9	0.4	.	-9.3	.	17.7	-9.4	11.1
COc1nc(C)c2cc(C)oc2n1	-7.8	-0.8	-5.0	0.2	-2.1	0.7	-2.3	39.3	-7.7	1.0
COc1cc(CN2CCC(C)CC2)ccc1OCc1ccccc1	-27.4	8.6	-1.9	1.4	1.0	-4.5	-13.1	-8.1	-2.9	5.1
O=C(Oc1ccc(C(=S)N2CCOCC2)cc1)c1ccc(Br)cc1	25.9	1.0	-8.9	-0.2	4.6	-1.1	-27.7	17.9	-5.5	-8.2
Cc1nnc(CN(C)C(=O)c2cc(COc3ccc(F)cc3Cl)on2)o1	-99.6	7.2	-2.7	3.7	-1.4	19.0	-114.8	21.8	16.9	-2.2
NC(=O)c1nsc(C(=O)N(Cc2ccc(F)cc2)C(C(=O)NCC2CCCO2)c2ccc(F)cc2)c1N (stereo not given)	-12.6	-1.8	-3.7	0.2	-5.4	15.3	-17.4	8.4	7.0	2.1
CCN(CC)C(=O)COc1ccc(/C(C)=N/Nc2ncc(Cl)cc2Cl)cc1	-28.6	-2.2	-0.7	0.5	1.2	-18.8	-84.0	8.2	-3.6	-5.5
CN(C)c1nc(N/N=C/c2c[nH]c3ccccc23)nc(N2CCOCC2)n1	-33.6	4.4	14.3	-0.7	-1.7	5.4	-13.0	12.3	-3.8	-3.9
Cc1ccc(C(=O)NN2C(=O)/C(=C/c3cccn3C)SC2=S)cc1	12.8	-7.6	-1.3	-0.2	5.3	-2.7	20.9	-13.3	-1.9	-0.5
O=c1[nH]cc(O)c(=O)[nH]1	19.3	0.5	0.8	-0.1	15.9	8.8	3.5	2.3	5.4	2.2
Cc1ccc(S(=O)(=O)N2CCN(S(=O)(=O)c3ccc(C)cc3)C3OCCOC32)cc1 (stereo not given)	11.4	-2.6	10.1	0.5	0.5	-26.5	-22.9	11.9	-10.3	4.1
Cc1ccc(CNC(=O)CCC(=O)Nc2nnc(C)s2)cc1	3.4	-3.3	-9.1	0.3	-1.5	29.3	-26.5	20.4	10.0	-1.2
CCOc1ccc(N(CC(=O)NCc2ccco2)S(=O)(=O)c2ccc(OC)c(OC)c2)cc1	16.2	0.1	3.3	-0.1	0.2	-6.3	-8.9	12.7	-7.8	-0.4
CC(C(=O)Nc1ccc(F)c(F)c1F)N(C)CC(=O)Nc1ccccc1Br (stereo not given)	20.5	-6.8	-5.1	-0.3	3.3	.	2.7	30.1	.	21.7
COCCNC(=O)CSc1nc(-c2ccccc2)cs1	-72.5	-0.6	-1.8	0.6	1.9	2.9	-52.1	9.6	11.0	-8.2
COc1ccc(C(=O)NN=C2CCCC2)cc1OC	-17.0	8.4	0.5	0.4	-2.2	-8.8	-31.7	21.4	-15.0	-3.0
O=C(CSc1nnc(CN2CCCCCC2=O)n1-c1ccccn1)NCC(F)(F)F	19.0	-3.0	11.8	0.4	-2.3	-0.5	15.5	9.6	-2.8	1.6
C#CCNC(=O)C1=C[C@H](C)C[C@H](OCc2ccc(CO)cc2)O1	-27.9	.	-0.6	1.0	.	-18.9	.	18.5	1.7	-0.2
CC(C)(C)C(=O)NC(=S)Nc1ccccc1C(=O)NC1CCCCC1	-6.3	-0.6	5.1	-0.1	-1.1	-14.4	-9.9	-6.9	6.8	8.7
COc1ccc(CN2CCC(C(=O)N(C)CCc3ccc(OC)c(OC)c3)CC2)c(OC)c1	-5.0	-4.6	-1.4	0.1	3.2	-5.2	2.7	36.9	-5.4	0.4
O=Cc1ccc(N2CCCCCC2)cc1	-14.1	-3.0	-7.7	0.1	-3.4	2.5	-36.2	21.9	2.6	5.2
Cc1cc(-c2nnc(CCC(=O)N(C)Cc3ccsc3)o2)no1	15.7	-3.6	-1.0	0.7	2.1	4.8	-11.1	28.8	7.9	-3.4
COc1ccc2c(c1)C(=O)Cc1ccccc1O2	31.3	.	2.2	-0.2	.	-4.1	.	9.6	-3.0	5.6
COc1ccc(F)cc1S(=O)(=O)Nc1cc2c3c(c1)CCN3C(=O)CC2	10.3	.	3.7	1.3	.	-2.6	.	-0.2	4.6	0.6
N=C1S/C(=C\c2ccc(-c3ccccc3C(=O)O)o2)C(=O)N1c1ccc2c(c1)OCO2	-27.6	-3.6	3.0	-0.2	-1.9	-7.5	-29.0	41.7	2.2	19.6
O=C(NCC1(c2ccccc2)CCCC1)c1ccco1	13.5	0.2	2.2	-0.2	-4.1	-5.3	3.7	7.9	1.6	2.5

# (listing goes on)
SMILES	aSyn 5UTR inh	IEC-6 cytotox	Platelet DG rel	HIF activator	HSP90 refold inh	HSF1 activator	KLF5 inh	AI-2 QS modul	HSF1 inhib	SKKanGAS inh
CN(C)Cc1ccccc1Sc1ccccc1Br	15.3	-2.8	-3.7	0.9	0.3	-3.3	-6.4	7.7	-11.5	0.5
O=C(Nc1nnc(C2CC2)s1)c1cc(-c2ccccc2)nn1-c1ccccc1	-94.5	4.6	-1.7	0.6	5.4	3.5	-1.4	-9.2	-2.0	73.5*
Cc1cc2cc(CNC(=O)Nc3ccccc3)ccc2[nH]1	-98.5	-9.1	0.9	2.3	-0.1	41.4	-14.3	0.2	11.6	-7.6
CC1(C)C2CCC1(C)C(NC1=NCCC1)C2 (stereo not given)	-5.6	1.1	-4.8	0.5	1.9	-19.8	-14.6	.	-1.8	4.0
CCOc1ccccc1NC(=O)CCn1c(=O)oc2ccccc21	-6.9	3.8	-2.1	0.1	0.9	12.5	-12.9	11.0	3.5	2.4
COc1ccccc1N1CCN(CC(=O)N2CCCC2)CC1	-3.2	-0.8	8.0	0.2	-1.8	?	-10.8	19.8	10.3	-1.9
CSc1ccc(-c2nc3cnccn3c2Nc2ccc3c(c2)OCO3)cc1	9.9	-6.2	1.8	0.0	3.5	31.3	-17.5	40.1	1.7	-38.8
O=C(O)CC(NC(=O)Cc1ccc(Cl)cc1)c1ccco1 (stereo not given)	-2.5	-4.7	-1.4	-0.3	-1.4	11.7	-17.1	10.4	1.0	-9.3
O=S(=O)(NCCn1ccc2ccccc21)c1ccccc1	-9.1	-1.0	19.2	-0.2	-0.6	12.6	-6.6	3.0	3.3	-6.1
O=C(CSc1nnc(NC(=O)c2ccc(F)cc2)s1)NC1CC1	-79.4	4.4	4.3	0.5	3.0	3.2	-154.7	20.5	2.8	-5.9
COc1ccc(OCCCC(=O)Nc2ccc3c(c2)OCCO3)cc1	-131.6	-1.1	-2.5	0.6	0.3	-0.8	-10.4	29.8	5.1	-3.7
O=C(N/N=C/c1ccc([N+](=O)[O-])o1)c1ccc2c(c1)OCO2	93.6*	0.7	-9.2	-2.8	0.1	6.1	-16.8	-101.2*	0.2	3.5

# Screens: PubChem BioAssay, several laboratories
